# PAFAH1B2 FP inh: PAFAH1B2 (human) inhibition | recombinant PAFAH1B2, FP-rhodamine activity probe, fluorescence polarization | inhibition, % at 3.39 µM | hit rate 1.2% among 340,000 | AID 492953;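 active means inhibition above the mean of all tested compounds plus 3 SD, cut at about 24% in these data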;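 further: 0% = enzyme with DMSO and 100% = wells lacking PAFAH1B2; many of its hits are not listed in these tables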
# Target sequence (P68402 whole entry, looked up): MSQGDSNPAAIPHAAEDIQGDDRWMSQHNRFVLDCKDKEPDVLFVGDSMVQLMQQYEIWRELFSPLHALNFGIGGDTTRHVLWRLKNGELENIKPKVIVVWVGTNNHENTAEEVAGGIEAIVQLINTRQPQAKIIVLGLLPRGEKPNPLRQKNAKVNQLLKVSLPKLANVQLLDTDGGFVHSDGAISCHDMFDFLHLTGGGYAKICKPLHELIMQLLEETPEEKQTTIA
# PAFAH2 FP inh: PAFAH2 (human) inhibition; inhibition, % at 3.39 µM; Q99487; recombinant PAFAH2, FP-rhodamine activity probe, fluorescence polarization; hit rate 0.99% among 340,000;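 active means inhibition above the mean over all tested compounds plus 3 SD, cut at about 30% in these data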;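 further: inhibitors block probe labeling of enzyme so polarization drops; 0% = enzyme with DMSO and 100% = wells lacking PAFAH2 protein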
# PAFAH1B3 FP inh: PAFAH1B3 (human) inhibition; inhibition, % at 3.39 µM; hit rate 0.28% among 340,000; recombinant PAFAH1B3, FP-rhodamine probe, fluorescence polarization; Q15102; AID 492972;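 active means inhibition above the screen-wide average of all tested compounds plus 3 SD, cut at about 25% in these data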;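 further: 0% = enzyme with DMSO only and 100% = wells lacking PAFAH1B3 protein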
# Target sequence (Q15102 whole entry, looked up): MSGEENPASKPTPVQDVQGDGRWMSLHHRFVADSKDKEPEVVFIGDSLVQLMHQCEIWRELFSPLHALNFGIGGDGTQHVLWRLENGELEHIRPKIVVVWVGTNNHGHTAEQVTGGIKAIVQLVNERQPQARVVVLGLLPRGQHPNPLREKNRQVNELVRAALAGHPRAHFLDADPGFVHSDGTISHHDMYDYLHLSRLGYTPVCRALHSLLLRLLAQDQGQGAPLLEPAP
# Active calls of the source: *. Only part of the results is shown; rates above refer to the full screens.
# The first 2 entries, to show the layout:
SMILES,PAFAH1B2 FP inh,PAFAH2 FP inh,PAFAH1B3 FP inh
Cc1nc(S/C(=C\c2ccc(-c3ccc(C(=O)O)c(Cl)c3)o2)C(=O)O)n[nH]1,15,29,42*
CCOc1ccc(NC(=O)CN(C)C(=O)c2cc(C3CC3)nn2-c2ccccc2)cc1OCC,-2,2,3

# Main list, previewed entries included:
SMILES,PAFAH1B2 FP inh,PAFAH2 FP inh,PAFAH1B3 FP inh
Cc1nc(S/C(=C\c2ccc(-c3ccc(C(=O)O)c(Cl)c3)o2)C(=O)O)n[nH]1,15,29,42*
CCOc1ccc(NC(=O)CN(C)C(=O)c2cc(C3CC3)nn2-c2ccccc2)cc1OCC,-2,2,3
O=C(Nc1ccccc1Cl)NN1CCCCCC1,2,5,11
CCN1CCN(C(=O)NS(=O)(=O)c2ccc(C)cc2)CC1,3,-3,4
COc1ccc(-c2csc(Nc3cccc(C)n3)n2)cc1C,1,-1,3
COc1ccc(OC)c(NC(=O)NC2CCCCCCC2)c1,9,11,10
CCN(CC(=O)Nc1ccccc1C(F)(F)F)C(=O)CN1C(=O)NC(C)(c2ccc3ccccc3c2)C1=O (stereo not drawn),11,8,3
N#CCCCC1(CCCC#N)OCCO1,6,-3,-3
Cc1ccc(C2(c3ccc(C)cc3)CC2C(=O)NC(C)C)cc1 (stereo not drawn),1,-12,13
COc1ccc(CCN(C)C(=O)COC(=O)/C=C/c2ccc(C)o2)cc1OC,2,-4,3
COc1ccc(C(CCN(Cc2ccc(OC)c(OC)c2)C(C)=O)C(C)C)cc1 (stereo not drawn),2,-4,2
CC1=NN(C(N)=S)C(=O)C1N=Nc1ccc(Cl)cc1Cl (stereo not drawn),-1,19,-2
S=C(NN=Cc1ccc2c(c1)OCO2)NN=Cc1ccc2c(c1)OCO2,4,1,4
CCCCCCOC(=O)CC1CC(C(C)=O)C1(C)C (stereo not drawn),5,3,3
Cn1c(N)c(C(=O)COC(=O)c2cc(-c3ccco3)nc3ccccc23)c(=O)n(C)c1=O,10,19,24
CC(=O)OCCNc1cc(N2CCN(C)CC2)c2noc3c2c1C(=O)c1ccccc1-3,6,11,3
Cc1ccc(-c2noc(CCC(=O)NC3CCN(Cc4ccccc4)CC3)n2)cc1,2,1,-1
CCN(CC(=O)Nc1c(F)cccc1F)C(=O)CCCOc1ccccc1,8,5,-1
COC(=O)c1sccc1NC(=O)Nc1ccccc1Cl,-5,-6,-6
O=C(c1ccccn1)N1CC=C(c2ccccc2)CC1,-4,5,4
CCCCN(C(=O)c1cccc2c(=O)c(C)c(-c3ccccc3)oc12)c1ccccc1,4,2,-1
CN1OC[C@@H]2CN(C(=O)C(C)(C)C)[C@H](c3cccc(Br)c3)C[C@@H]21,2,-5,9
C/C(=N\NC(=O)c1ccccc1O)c1ccc(NC(=O)c2ccccc2)cc1,0,-4,1
CN(CCO)c1ccc(-c2n[nH]c(=O)c3ccccc23)cc1[N+](=O)[O-],5,0,6
CCOc1ncccc1C(=O)Nc1cc(S(=O)(=O)N2CCCCCC2)ccc1OC,4,10,8
COc1ccc(C)cc1C(=O)CCC(=O)N1CCN(c2ccccc2F)CC1,2,-1,9
CC(C)C(=O)N1CCC(CN=Cc2c(O)n(C3CCCCC3)c(=O)n(C3CCCCC3)c2=O)CC1,2,4,4
CCCOc1ccc(C(F)(F)F)cc1NS(=O)(=O)c1ccc(Cl)nc1,2,4,2
COc1ccc(C)cc1CN(C)c1ccc(S(=O)(=O)N2CCN(C)CC2)cn1,9,10,3
CN(C(=O)c1cccc(NC(=O)Cc2ccc(NC(=O)C3CCCN(C(=O)C4CCC4)C3)cc2)c1)C1CCCC1 (stereo not drawn),8,6,3
O=C1NCC(Nc2ccc(Br)cc2)C(=O)N1 (stereo not drawn),-2,5,2
CN(C)c1nc2c(cnn2C)c(=O)[nH]1,-1,-2,3
CC(=O)NCCc1nc2cc(NC(=O)c3cccc([N+](=O)[O-])c3)ccc2n1C,5,-5,5
O=C1c2ccc(Br)cc2C(=O)N1c1ccc(Cc2ccncc2)cc1,0,11,7
CCOC(=O)c1c2c(n(-c3ccc(OC)cc3)c1C)C(=O)C(=O)c1ccccc1-2,31*,56*,77*
COc1ccc(NC(=O)CC(C(=O)O)C(C)c2ccccc2)cc1 (stereo not drawn),4,1,4
O=C1CCC[C@@H]2[C@@H](Cc3ccccc3)[C@H](N3CCN(c4ccccc4)CC3)C[C@@H]3CCN1[C@@H]32,-1,6,-1
COc1cc(C2c3cc4c(cc3OC(N3CCOCC3)C2C)OCO4)cc(OC)c1OC(C)=O (stereo not drawn),2,3,1
NC(CSC1(c2cccc3ccccc23)c2ccccc2-c2ccccc21)C(=O)O (stereo not drawn),-5,0,1
F[B-](F)(F)c1cc2cc(Br)ccc2s1,5,-3,9

# Three compounds from above, arranged by the number in PAFAH2 FP inh, falling:
mol	PAFAH1B2 FP inh	PAFAH2 FP inh	PAFAH1B3 FP inh
CCOc1ncccc1C(=O)Nc1cc(S(=O)(=O)N2CCCCCC2)ccc1OC	4	10	8
O=C1NCC(Nc2ccc(Br)cc2)C(=O)N1 (stereo not drawn)	-2	5	2
CCCOc1ccc(C(F)(F)F)cc1NS(=O)(=O)c1ccc(Cl)nc1	2	4	2

# (further entries)
SMILES,PAFAH1B2 FP inh,PAFAH2 FP inh,PAFAH1B3 FP inh
Nc1cccnc1Sc1ccc([N+](=O)[O-])cn1,4,8,-4
CCCN(CCC)CCNC(=O)c1cn(C)c(=O)c2c1c1ccccc1n2C,-3,4,8
CC(=O)NS(=O)(=O)c1ccc(NC(=O)c2ccc3c(c2)OCO3)cc1,-2,4,7
COc1ccc(C(C2C(=O)CC(C)(C)CC2=O)C2C(=O)CC(C)(C)CC2=O)cc1CO,4,7,5
CC12CCC(=O)C=C1CCCC2=O (stereo not drawn),1,-1,1
COc1cccc(NC(=O)CN(C)C(=O)c2ccc(Cl)c(S(=O)(=O)N3CCCCCC3)c2)c1,9,4,-3
O=C1CSC(=S)N1Cc1cccs1,4,-1,-3
COc1ccccc1CN(C)C(=O)COC(=O)c1cc(C)oc1C,-1,6,3
CCOc1ccccc1N(CC(=O)Nc1cc(OC)ccc1OC)S(=O)(=O)c1ccccc1,5,-2,7
CCCCN1CC(COCc2ccccc2)Oc2cc(Br)ccc2S1(=O)=O (stereo not drawn),0,-6,1
O=C(NCCc1ccc2c(c1)OCCO2)c1cc(S(=O)(=O)N2CCCC2)ccc1Cl,-5,-1,6
O=C(O)C(Cc1ccc(Cl)cc1)Sc1nc2ccccc2[nH]1 (stereo not drawn),19,-7,4
CC(=O)Oc1ccc(OC(C)=O)c2c1C1C=CC2CC1,7,4,4
O=C(COC(=O)c1cc(=O)[nH]c2ccccc12)Nc1nc(-c2ccc(F)cc2)cs1,-1,-16,-1
COCc1ccc(CN2CCC(Oc3ccc(C(=O)NCc4ccccn4)cc3)CC2)o1,5,5,7
Cc1cc(NC(=O)NC(=O)c2ccccc2NC(=O)C(C)N)ccc1Oc1ncc(Br)cn1 (stereo not drawn),1,0,4
Cc1cc(C)cc(NC(=S)N2CCC(C(=O)c3ccc(F)cc3)CC2)c1,-6,-4,7
COc1ccc(S(=O)(=O)NCC(c2cccnc2)N2CCN(c3ccc(F)cc3)CC2)cc1C (stereo not drawn),1,5,0
Nc1ccc2c(c1)C(=O)c1cc([N+](=O)[O-])ccc1-2,-1,2,6
O=C1C[C@@H]2c3c(cccc3CN1Cc1ccc(Br)cc1)C[C@@H](O)[C@H]2O,3,4,9
CCOC(=O)C(CCc1ccccn1)c1ccccc1 (stereo not drawn),5,2,1
COc1cc(C(C(=O)NC(C)(C)C)N(C(=O)CNC(=O)c2cccs2)c2ccc(C(C)C)cc2)cc(OC)c1OC (stereo not drawn),2,-3,1
COc1ccc(NC(=O)N(C)C[C@H]2Oc3ccc(NS(=O)(=O)c4cn(C)cn4)cc3C(=O)N([C@H](C)CO)C[C@@H]2C)cc1,-2,9,4
O=C(O)c1cccc(NS(=O)(=O)c2ccc(S(=O)(=O)N3CCOCC3)cc2)c1,11,-1,3
Cc1ccc(NC(=O)CN2C(=O)N/C(=C/c3cc(C)n(-c4cccc(C(=O)O)c4)c3C)C2=O)cc1,6,23,13
Cn1cc(Cc2ccccc2)c(=O)c(Cc2ccccc2)c1,6,4,0
Cc1ccc(-c2ccc(=O)n(Cc3c(F)cccc3Cl)n2)cc1,4,2,12
Cc1cccc(C(=O)NC2CC3CCC(C2)N3C)c1 (stereo not drawn),5,0,7
Cc1ccccc1CC1(CO)CCCN(C(=O)Cc2c(F)ccc(F)c2F)C1 (stereo not drawn),5,-3,4
O=C(Nc1nc(-c2ccco2)c(-c2ccco2)s1)c1ccc(F)cc1F,1,3,5
CN(C(=O)c1cccc(NC(=O)Cc2ccc(NC(=O)C3CCN(C(=O)C4CC4)CC3)cc2)c1)C1CCCC1,2,0,5
CC(Sc1nnc2n1CCCCC2)C(=O)Nc1cccc(S(=O)(=O)N2CCOCC2)c1 (stereo not drawn),1,-3,-1
O=C(COC(=O)c1nc(Cl)ccc1Cl)Nc1cccc(S(=O)(=O)N2CCOCC2)c1,5,-1,2
CC(C)=NNc1ncnc2nc[nH]c12,2,4,2
CCc1ccc(NC(=O)N2CCN(c3ccc(F)cc3)CC2)cc1,3,5,-4
Cc1nc(N)sc1-c1csc(Nc2ccc(S(N)(=O)=O)cc2)n1,3,-11,16
C=CCN1CCN(C(c2ccc(OC)c(OC)c2)c2nnnn2C(C)(C)C)CC1 (stereo not drawn),-1,-1,3
COc1ccc(C(c2nnnn2C(C)(C)C)N2CCN(c3nc4ccccc4s3)CC2)cc1OC (stereo not drawn),4,-6,6
CCN(C(=O)c1ccncc1)c1c(N)n(Cc2ccccc2)c(=O)[nH]c1=O,2,-4,5
CCOC(=O)C1CCCN(C(=O)c2cc3ccccc3cc2OC)C1 (stereo not drawn),13,3,8

# Entries of single compounds as entered above. Order of screens: PAFAH1B2 FP inh	PAFAH2 FP inh	PAFAH1B3 FP inh
# `COc1ccc(C(c2nnnn2C(C)(C)C)N2CCN(c3nc4ccccc4s3)CC2)cc1OC` (stereo not drawn) across the screens: 4	-6	6
# `COc1cc(C(C(=O)NC(C)(C)C)N(C(=O)CNC(=O)c2cccs2)c2ccc(C(C)C)cc2)cc(OC)c1OC` (stereo not drawn) across the screens: 2	-3	1

# (listing goes on)
SMILES,PAFAH1B2 FP inh,PAFAH2 FP inh,PAFAH1B3 FP inh
CC/C(=C(/c1ccccc1)c1ccc(OCC[N+](C)(C)C)cc1)c1ccccc1,8,10,7
Cc1cc(C(C)(C)C)cc(C)c1CCNC(=O)c1c(C)noc1C,2,3,2
Cn1ncc2c(=S)nc(Cl)[nH]c21,-2,4,3
CCc1ccccc1-n1ncc(C(=O)Nc2ccc(OC)cc2)c1C,-2,10,6
CC(C)c1ccc(NC(=S)N2CCN(C)CC2)cc1,8,-3,3
N#C/C(=C/c1ccc(-c2ccc([N+](=O)[O-])cc2)o1)c1nnc(N2CCOCC2)n1-c1ccccc1,1,1,8
COc1ccc(C(=O)OCC(=O)NCC2CCCCC2)cc1F,3,85*,1
COCC(=O)N(C)[C@H]1C[C@H]2c3cc(Oc4ccccc4C)ccc3CCN2C(=O)[C@H]1[C@H](C)O,5,-6,3
O=C(N/N=C/c1ccc(COc2ccc(Br)cc2)o1)c1ccc2c(c1)OCO2,14,-20,-1
CN1CCN(c2ccc(Cl)cc2NC(=O)c2nn(-c3ccccc3)c(=O)c3ccccc23)CC1,2,12,-3
CN(Cc1ccccc1)C(=O)c1cccc(NC(=O)Cc2cccc(NC(=O)C3CCN(C(=O)C4CCC4)CC3)c2)c1,8,-2,6
CN(CCc1ccccc1)C(=O)c1ccc(NC(=O)Cc2ccc(NC(=O)C3CCCN(C(=O)CCc4ccccc4)C3)cc2)cc1 (stereo not drawn),-2,-8,-10
CC(=O)c1c(C)[nH]c(C(=O)OCC(=O)N(CC(C)C)C2CCS(=O)(=O)C2)c1C (stereo not drawn),2,-3,5
CCOC(=O)C(C(=O)OCC)C(c1ccccc1)N1CCN(c2ccccc2)CC1 (stereo not drawn),7,5,5
CC(=O)Nc1cccc(C(=O)OCC(=O)N2CCN(C(=O)COC(=O)c3cccc(NC(C)=O)c3)CC2)c1,-4,-6,6
CC(=O)Nc1cc2c(cc1Cl)-c1ccccc1C2,2,1,9
Cc1ccc2c(c1)S(=O)(=O)N(C)C(c1ccccc1)=C2,4,5,9
Cc1ccc(-c2nn(Cc3ccccc3)cc2C(=O)NCC2CCCO2)cc1 (stereo not drawn),-3,7,3
Cc1cccc(NC(=O)CNC(=O)c2cc(C3CC3)nn2-c2ccccc2)c1C,2,1,5
O=C(COC(=O)c1ccc(S(=O)(=O)N2CCCCCC2)cc1)NCc1ccc(F)cc1,8,5,13
CC1CCCCN1S(=O)(=O)Cc1ccccc1Cl (stereo not drawn),6,2,8
Cc1ccc(C(=O)N2[C@@H]3CN(C)C(=O)[C@@]2(C)[C@H]2C(=O)N(C)C(=O)[C@@H]32)cc1,0,0,6
O=C(NNc1ccc([N+](=O)[O-])cn1)Nc1ccc(N=Nc2ccccc2)cc1,1,1,6
COc1ccc(C=NNC(=S)NC23CC4CC(CC(C4)C2)C3)cc1OC,13,6,5
COc1cc2c(cc1OC)C1C(=O)c3cc(OS(C)(=O)=O)c(OC)cc3C1N(C)C2=O (stereo not drawn),1,3,12
Cc1cn(C2CCCCO2)c(=O)[nH]c1=O (stereo not drawn),1,3,7
O=C(NCC1CC1)Nc1cccc(C(F)(F)F)c1,-2,-10,4
CN(C)c1ccc(/C=C/c2c([N+](=O)[O-])c(=O)n(C)c(=O)n2C)cc1,4,5,-7
COC(C[C@H]1O[C@H]1[C@H](O)[C@@H](C)OCc1ccccc1)OC,-2,-8,10

# Assay outcomes (PubChem)
